# ARFGAP1 inhibitor – inhibits rat ARF GTPase activating protein 1; Arfgap1-stimulated ARF1 GTP hydrolysis, GDP FP detection; 360,000 tested, 0.26% active; Q62848; inhibition, % at 16.5 µM;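 active means inhibition above a per-plate limit, mean inhibition of low control wells plus 3 SD, cut at about 25% in these data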;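 further: 0% = DMSO wells with enzyme and 100% = wells lacking Arfgap1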
# Target sequence (Q62848 1-136 limits assumed): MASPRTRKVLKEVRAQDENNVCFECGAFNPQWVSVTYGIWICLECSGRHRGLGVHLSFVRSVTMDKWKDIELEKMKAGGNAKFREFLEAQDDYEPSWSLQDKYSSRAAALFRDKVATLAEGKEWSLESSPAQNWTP
#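 Material: truncated rat Arfgap1 GAP domain; Incubation: compound-enzyme preincubation 20 min, reaction 120 min, detection 60 min, 25 °C; Read-out: percent inhibition of Arfgap1-stimulated GTP hydrolysis; Technique: FP, GDP Alexa 633 tracer displaced from anti-GDP antibody, 620/688 nm; Controls: No-Arfgap1 wells (100%) versus DMSO full-reaction wells (0%); Replication: single well per compound.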
# PLCb3 inh – inhibitors of human phospholipase C beta3 | inhibition, % at 12.2 µM | 370,000 tested, 0.18% active | Purified PLC-beta3, fluorogenic substrate, fluorescence | Q01970; in the data active means inhibition above about 11%;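 further: 0% = median of compound wells on plate and 100% = full blocker control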
# MBD2 inh – MBD2-methylated oligo binding inhibition. TR-FRET, MBD2 binding to methylated oligonucleotide. inhibition, % at 4.4 µM. 370,000 tested, 0.31% active; in the data active means inhibition above about 13%
# Target sequence (Q9UBB5 whole entry, looked up): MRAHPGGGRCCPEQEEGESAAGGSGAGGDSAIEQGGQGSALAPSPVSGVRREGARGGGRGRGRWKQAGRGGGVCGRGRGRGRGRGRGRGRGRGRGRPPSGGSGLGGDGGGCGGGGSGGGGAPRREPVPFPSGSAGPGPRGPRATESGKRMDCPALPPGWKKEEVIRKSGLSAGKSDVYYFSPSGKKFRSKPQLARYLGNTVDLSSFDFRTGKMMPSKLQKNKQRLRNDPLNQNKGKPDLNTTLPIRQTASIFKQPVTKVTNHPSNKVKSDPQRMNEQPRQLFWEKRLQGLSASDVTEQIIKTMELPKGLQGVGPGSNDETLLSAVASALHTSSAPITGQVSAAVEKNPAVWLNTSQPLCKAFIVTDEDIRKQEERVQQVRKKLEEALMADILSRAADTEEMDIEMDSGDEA
# ADAM17 inh – inhibits human ADAM17; P78536; recombinant ADAM17, EDANS/DABCYL FRET peptide cleavage; inhibition, % at 6.95 µM; 370,000 tested, 0.83% active; AID 720648;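 active means inhibition above the mean of compounds lying between control limits plus 3 SD, set per campaign, cut at about 8.5% in these data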;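 further: 0% = DMSO-only wells as the low control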
# PLC-gamma1 inh – blocks human PLC-gamma1 enzyme activity. 370,000 tested, 0.84% active. inhibition, % at 12.2 µM. purified PLC-gamma1, fluorogenic substrate, fluorescence. P19174; in the data active means inhibition above about 9.5%
# Tn6 DDE FP – disrupts Tn6 cyclic peptide binding to fibrin D-Dimer-E complex. Fibrin DD(E) TRITC-Tn6 fluorescence polarization displacement. inhibition, % at 8.3 µM. 370,000 tested, 0.21% active. AID 720509;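 active means inhibition above a per-campaign cutoff: mean of compounds within control limits plus 3 SD, cut at about 15% in these data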;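 further: 0% = median of all compound wells on the plate and 100% = blocking peptide control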
# proKLK7 act – activators of human kallikrein-7 zymogen; activation, % at 7 µM; P49862; AID 652039; 370,000 tested, 0.9% active; purified proKLK7, EDANS-DABCYL substrate fluorescence; 100% is mature enzyme control, 0% vehicle;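 active means activation above the mean of all tested compounds plus 3 SD, computed per campaign excluding outliers beyond control limits, cut at about 13% in these data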
# UHRF1 binding – blocks human UHRF1 binding to methylated DNA; AID 687016; Q96T88; inhibition, % at 4.4 µM; 370,000 tested, 0.75% active; UHRF1 binding to methylated oligo, TR-FRET; in the data active means inhibition above about 21%;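 further: UHRF1 SRA domain binding a hemimethylated CpG hairpin DNA probe; 0% = median of test compound wells and 100% = reference inhibitor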
# Tn7 DDE FP – inhibitors of Tn7 peptide binding to human fibrin DD(E); P02675; FP displacement of FITC-Tn7 peptide from fibrin DD(E); 0% = median of compound wells per plate; inhibition, % at 8.3 µM; 370,000 tested, 0.13% active; AID 720508;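 active means inhibition above the mean of compounds falling within the control limits plus 3 SD of them, cut at about 14% in these data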;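 further: 0% = plate median of compound wells and 100% = 10 µM Aha-Tn7 peptide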
#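 Test system: human clot-derived fibrin DD(E) complex / Quantity: 2 µM final DD(E) protein / Incubation: 10 min plus 3 h, room temperature / Measured by: fluorescence polarization / Benchmarks: high control of 10 µM Aha-Tn7 peptide / Replicates: singlicate testing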
# ASAP1 inh – blocks human ASAP1-stimulated Arf1 GTP hydrolysis | Q9ULH1 | 360,000 tested, 0.19% active | AID 624377 | GDP FP detection | inhibition, % at 16.5 µM; in the data active means inhibition above about 25%;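 further: 0% = vehicle with enzyme and substrate and 100% = no enzyme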
# Target sequence (Q9ULH1 325-724 limits assumed): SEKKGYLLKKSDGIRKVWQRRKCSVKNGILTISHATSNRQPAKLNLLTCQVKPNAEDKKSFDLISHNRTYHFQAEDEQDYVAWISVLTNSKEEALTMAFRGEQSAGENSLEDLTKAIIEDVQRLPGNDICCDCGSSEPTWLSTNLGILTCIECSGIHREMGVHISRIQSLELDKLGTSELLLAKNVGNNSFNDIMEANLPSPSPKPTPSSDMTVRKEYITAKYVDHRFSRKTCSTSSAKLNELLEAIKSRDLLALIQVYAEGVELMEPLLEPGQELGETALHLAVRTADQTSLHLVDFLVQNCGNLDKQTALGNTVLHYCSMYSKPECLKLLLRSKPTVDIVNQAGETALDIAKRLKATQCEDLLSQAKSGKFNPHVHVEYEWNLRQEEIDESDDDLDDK
# * = called active by the depositor.
1	Cc1ccc(NC(=O)NC(=O)COc2ccccc2C(N)=O)c(C)c1
2	CCN(CC)S(=O)(=O)c1cccc(NC(=O)CNC2CCCCCC2)c1
3	COc1ccc(S(=O)(=O)N2CC(C(=O)O)Oc3ccc(Cl)cc32)cc1 (stereo unspecified)
4	N=c1c2c3c(sc2ncn1Cc1ccco1)CCCCC3
5	Cc1ccc(CN2CCNC(=O)C2CC(=O)NC2CCCCCC2)cc1 (stereo unspecified)
6	O=C(NN1CCOCC1)c1ccccc1F

entry no.	1	2	3	4	5	6
ARFGAP1 inhibitor	3	5	-10	-6	-8	19
PLCb3 inh	-3	-4	-2	4	-12	-7
MBD2 inh	10	-6	5	4	-3	1
ADAM17 inh	-6	-2	0	0	-5	1
PLC-gamma1 inh	1	2	1	2	-8	2
Tn6 DDE FP	-3	-1	1	1	7	0
proKLK7 act	-0.3	0.3	0.1	-0.2	0.5	-0.4
UHRF1 binding	21	-1	1	2	1	-1
Tn7 DDE FP	-1	-3	2	3	1	2
ASAP1 inh	-1	0	5	10	-7	-2

# Screen by screen, as entered above:
# Entries 1–6 in Tn7 DDE FP, in turn: -1, -3, 2, 3, 1, 2
# Entries 1–6 in UHRF1 binding, in turn: 21, -1, 1, 2, 1, -1
# Entries 1–6 in ADAM17 inh, in turn: -6, -2, 0, 0, -5, 1

# The list goes on.
7	CCOc1cc(/C=C2\C(=N)N3N=C(C)SC3=NC2=O)ccc1OCCOc1ccccc1
8	Brc1cc2c(cc1CN1CCc3ccccc3C1)OCO2
9	CN(C)S(=O)(=O)c1ccc(NC(=O)c2c(F)cccc2Cl)cc1
10	Cc1nnc2sc(-c3ccncc3)nn12
11	Cc1nc2sccn2c(=O)c1CCN1CCC(=C(c2ccc(F)cc2)c2ccc(F)cc2)CC1
12	CCOc1ccccc1NC(=O)COC(=O)c1ccc2ccccc2n1

entry no.	7	8	9	10	11	12
ARFGAP1 inhibitor	-8	-6	-8	-1	-7	-1
PLCb3 inh	-5	-3	-1	4	-8	-5
MBD2 inh	-1	5	1	-4	5	0
ADAM17 inh	-4	1	0	-3	-2	-6
PLC-gamma1 inh	-2	0	0	4	-6	0
Tn6 DDE FP	2	-10	5	7	-2	-3
proKLK7 act	-0.3	0.3	0.2	0.2	-1.0	-0.1
UHRF1 binding	0	1	0	-1	0	2
Tn7 DDE FP	-2	-9	5	0	1	0
ASAP1 inh	-12	0	15	-4	3	5

13	CCCC(C)C(=O)Nc1nnc(CCc2ccccc2)s1 (stereo unspecified)
14	COc1cc2c(cc1OC)C(c1cccs1)N(C(=O)C(C)C)CC2 (stereo unspecified)
15	O=C(O)CSc1nc2ccccc2nc1Cc1ccccc1F
16	CC(=O)C1=C(C)N(CC(C)C)C(=S)NC1c1ccc(Br)cc1 (stereo unspecified)
17	CCOc1ccc(CCNC(=O)COC(=O)Cc2ccc(OC)c(OC)c2)cc1OCC
18	Cc1cc(N/N=C/c2ccc(O)cc2)nc(NS(=O)(=O)c2ccccc2)n1

entry no.	13	14	15	16	17	18
ARFGAP1 inhibitor	-1	13	-6	5	-1	7
PLCb3 inh	-3	1	-24	-1	-7	-54
MBD2 inh	1	-1	-6	9	1	-1
ADAM17 inh	3	-3	-5	-3	-35	-8
PLC-gamma1 inh	2	-1	-15	0	1	-57
Tn6 DDE FP	1	1	-5	1	6	2
proKLK7 act	0.2	-0.3	-0.2	0.4	0.1	0.3
UHRF1 binding	3	-2	3	1	2	3
Tn7 DDE FP	-3	10	-3	0	4	-6
ASAP1 inh	8	-1	0	-2	-7	15

# Complete entries, looked up by structure:
# Profile of COc1cc2c(cc1OC)C(c1cccs1)N(C(=O)C(C)C)CC2 (stereo unspecified) → ARFGAP1 inhibitor: 13; PLCb3 inh: 1; MBD2 inh: -1; ADAM17 inh: -3; PLC-gamma1 inh: -1; Tn6 DDE FP: 1; proKLK7 act: -0.3; UHRF1 binding: -2; Tn7 DDE FP: 10; ASAP1 inh: -1
# Profile of CCOc1ccc(CCNC(=O)COC(=O)Cc2ccc(OC)c(OC)c2)cc1OCC → ARFGAP1 inhibitor: -1; PLCb3 inh: -7; MBD2 inh: 1; ADAM17 inh: -35; PLC-gamma1 inh: 1; Tn6 DDE FP: 6; proKLK7 act: 0.1; UHRF1 binding: 2; Tn7 DDE FP: 4; ASAP1 inh: -7
# Profile of O=C(O)CSc1nc2ccccc2nc1Cc1ccccc1F → ARFGAP1 inhibitor: -6; PLCb3 inh: -24; MBD2 inh: -6; ADAM17 inh: -5; PLC-gamma1 inh: -15; Tn6 DDE FP: -5; proKLK7 act: -0.2; UHRF1 binding: 3; Tn7 DDE FP: -3; ASAP1 inh: 0

# Remaining list, next part
19	Cc1c(CCO)c(=O)n(-c2ccccc2)n1S(=O)(=O)c1ccc([N+](=O)[O-])cc1
20	COc1cccc(/C=N/NC(=O)CCCC(=O)NC2CCCCC2)c1
21	FC(F)(F)c1cnc(COc2ccc(Cl)cc2Cl)c(Cl)c1
22	O=C(Nc1ccccc1)c1cnc2n(c1=O)CCS2
23	CCC(C)[C@H](NC(=O)c1cc2cc(Cl)ccc2n1C)C(=O)N1CCC(C(=O)O)CC1 (stereo partly specified)
24	Cn1nc(N)nc1N1CCN(c2ccc(F)cc2)CC1

entry no.	19	20	21	22	23	24
ARFGAP1 inhibitor	-4	5	-9	-3	5	0
PLCb3 inh	1	-12	-4	0	-2	0
MBD2 inh	0	-1	-6	-1	3	2
ADAM17 inh	1	6	2	-3	-5	-2
PLC-gamma1 inh	-1	3	7	-2	0	0
Tn6 DDE FP	6	-9	1	-2	1	3
proKLK7 act	-0.2	-0.3	0.0	-0.8	0.6	-0.1
UHRF1 binding	-3	6	1	-1	12	0
Tn7 DDE FP	7	-2	9	-3	-5	3
ASAP1 inh	12	3	-12	-2	6	-8

25	CC1CC(C)CN(C(=O)COC(=O)c2cc3ccccc3cc2O)C1 (stereo unspecified)
26	COc1cc(C=Cc2nnc3c4ccccc4cnn23)cc(OC)c1OC
27	CC(=O)Nc1ccc2sc(C)nc2c1
28	CCO[C@H]1OC(C(=O)NC2CC2)=C[C@@H](c2ccccc2)[C@@H]1CCCO
29	COc1cc(C2NC(=O)C(C#N)=C(Nc3cccc(C)c3)S2)ccc1O (stereo unspecified)
30	COc1ccc(N(CC(=O)NC2CCCCCCC2)S(=O)(=O)c2c(C)nn(C)c2C)cc1

entry no.	25	26	27	28	29	30
ARFGAP1 inhibitor	37*	-2	-7	9	4	4
PLCb3 inh	-42	-34	-1	0	-13	0
MBD2 inh	2	-4	-1	-2	1	0
ADAM17 inh	-1	-2	-1	2	-3	2
PLC-gamma1 inh	-34	-27	4	1	-3	0
Tn6 DDE FP	3	-11	-3	1	-10	-5
proKLK7 act	4.2	4.7	-0.2	-0.3	-0.2	0.5
UHRF1 binding	-2	-6	2	1	1	-2
Tn7 DDE FP	-2	2	1	-4	4	0
ASAP1 inh	12	7	8	-8	-8	-4

31	Cc1cc(C(=O)OCC(=O)N2CC(=O)Nc3ccccc32)c(C)n1-c1ccccc1
32	COc1ccc(NC(=S)NNC(=O)CNc2ccc(Cl)cc2)cc1
33	CCCOC(=O)c1ccc(Oc2c(-c3ccc(OC)cc3O)n[nH]c2C)cc1
34	COc1ccccc1N=Nc1c(C)noc1C
35	CCN(CC(=O)NCc1ccco1)S(=O)(=O)c1ccc(F)cc1
36	CCc1ccc(-n2c(C)cc(/C=N/NC(=O)c3ccncc3)c2C)cc1

entry no.	31	32	33	34	35	36
ARFGAP1 inhibitor	-4	9	18	-10	-4	-8
PLCb3 inh	-2	-2	0	-3	-4	-22
MBD2 inh	2	1	1	-2	-3	-1
ADAM17 inh	0	1	5	1	-2	2
PLC-gamma1 inh	-3	0	-1	0	6	-22
Tn6 DDE FP	-4	5	2	4	7	9
proKLK7 act	-0.1	0.3	-0.3	-0.2	-0.3	0.0
UHRF1 binding	-3	0	1	-1	-2	-5
Tn7 DDE FP	7	-3	-3	6	-4	-4
ASAP1 inh	5	2	10	1	11	5

37	Fc1ccc(CSc2nnc(-c3cccs3)o2)cc1
38	COc1ccc(NC(=O)CN(c2ccccc2F)S(=O)(=O)c2ccc(C)cc2)c(OC)c1
39	Cc1nc(Nc2ccccc2)[nH]c(=O)c1CCC(C)C
40	COc1ccccc1CNS(=O)(=O)c1cc(-c2cc(C)no2)ccc1C(C)C
41	Cn1ncc2c(Nc3ccc(O)cc3)nc(Cl)nc21
42	O=C(CSc1nc2ccccc2c(=O)n1Cc1ccc(F)cc1)NCC1CCCO1 (stereo unspecified)

entry no.	37	38	39	40	41	42
ARFGAP1 inhibitor	1	-8	-3	7	-7	16
PLCb3 inh	-4	1	6	-11	-3	-2
MBD2 inh	2	3	5	-3	2	-2
ADAM17 inh	-5	2	-1	11*	1	-1
PLC-gamma1 inh	-3	4	2	3	3	1
Tn6 DDE FP	2	-3	-12	0	4	-1
proKLK7 act	-0.2	0.1	0.6	-0.3	-0.7	0.0
UHRF1 binding	5	5	-3	2	0	0
Tn7 DDE FP	11	-1	1	-3	-7	0
ASAP1 inh	-13	-11	-4	6	-1	-6

43	Cc1ccsc1/C=N/NC(=O)CNC(=O)c1ccc(S(=O)(=O)N(C)C)cc1
44	Cc1cccc(OCCn2c(=O)sc3ccccc32)c1
45	CCOC(=O)[C@]12CCCC=C1N(Cc1ccccc1)C(=O)[C@H](CC(=O)NCc1ccc(OC)c(OC)c1)C2
46	COc1ccc(CNC(=O)C(=O)NCC2OCCN2S(=O)(=O)c2cccs2)cc1 (stereo unspecified)
47	O=[N+]([O-])c1ccc(N/N=C/c2ccc(OCc3cccc4ccccc34)cc2)nc1
48	CCOC(=O)c1c(C)n(C)c2cc(-c3ccc(C)cc3)c(O)cc12

entry no.	43	44	45	46	47	48
ARFGAP1 inhibitor	3	1	7	-2	8	2
PLCb3 inh	0	0	5	-6	-13	-4
MBD2 inh	-4	-3	1	7	4	4
ADAM17 inh	-1	1	1	-6	-3	-6
PLC-gamma1 inh	0	2	2	-1	-11	-5
Tn6 DDE FP	-1	2	0	-8	3	-5
proKLK7 act	-0.1	0.5	-0.3	-0.5	0.1	-0.8
UHRF1 binding	-3	-1	15	4	-1	-1
Tn7 DDE FP	5	-3	-5	3	4	2
ASAP1 inh	5	3	8	8	-4	1

49	Cc1c(C(=O)OCC(=O)NCc2ccccc2)oc2ccccc12
50	CCN1C(=O)[C@H]2[C@@H](c3ccc(OC)cc3)N[C@]3(CCCN(Cc4ccc(Cl)cc4)C3=O)[C@H]2C1=O
51	Cc1ccc(-n2c(C)cc(/C=C3\SC(=O)NC3=O)c2C)cc1
52	Cc1occc1-c1nnc(SCC(=O)N2CCN(c3ccccc3F)CC2)n1C
53	C=CCn1c(N)c(-c2nc3ccccc3n2C)sc1=S
54	Cc1ccccc1C(=O)NNC(=O)Nc1ccccc1

entry no.	49	50	51	52	53	54
ARFGAP1 inhibitor	0	11	2	6	0	7
PLCb3 inh	-5	-1	-13	4	-28	0
MBD2 inh	-6	-1	1	-2	-6	4
ADAM17 inh	1	0	-8	2	-6	-4
PLC-gamma1 inh	-2	2	-2	3	-26	0
Tn6 DDE FP	0	-6	-5	-1	0	-3
proKLK7 act	-0.7	0.0	0.1	-0.4	-0.9	-0.3
UHRF1 binding	-1	0	3	1	-1	3
Tn7 DDE FP	-3	3	0	-2	-5	0
ASAP1 inh	-9	-5	10	1	8	7
